STAT3 blocker: reduces IL-6 driven STAT3 reporter signal. U3A cells, IL-6 STAT3-luciferase reporter, luminescence; host cell line lacks STAT1. inhibition, % at 5.5 µM. 190,000 compounds, 0.89% hits. AID 862;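 active = inhibition above the mean inhibition across all screened compounds plus 3 SD, cut at about 44% in these data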;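 note: 0% = DMSO only wells and 100% = 100 µM nifuroxazide control wells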
FLuc act counter: firefly luciferase counter-screen for stimulation assays; 200,000 tested, under 10 active; activation factor at 10 µM; ATPlite luciferase biochemical, luminescence, 10 min; 0 = ATP-free wells, 1 = DMSO control;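 active = luciferase activation factor, scaled between plate controls, of at least 2 with compound at 10 µM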
Target sequence (P08659 whole entry, looked up): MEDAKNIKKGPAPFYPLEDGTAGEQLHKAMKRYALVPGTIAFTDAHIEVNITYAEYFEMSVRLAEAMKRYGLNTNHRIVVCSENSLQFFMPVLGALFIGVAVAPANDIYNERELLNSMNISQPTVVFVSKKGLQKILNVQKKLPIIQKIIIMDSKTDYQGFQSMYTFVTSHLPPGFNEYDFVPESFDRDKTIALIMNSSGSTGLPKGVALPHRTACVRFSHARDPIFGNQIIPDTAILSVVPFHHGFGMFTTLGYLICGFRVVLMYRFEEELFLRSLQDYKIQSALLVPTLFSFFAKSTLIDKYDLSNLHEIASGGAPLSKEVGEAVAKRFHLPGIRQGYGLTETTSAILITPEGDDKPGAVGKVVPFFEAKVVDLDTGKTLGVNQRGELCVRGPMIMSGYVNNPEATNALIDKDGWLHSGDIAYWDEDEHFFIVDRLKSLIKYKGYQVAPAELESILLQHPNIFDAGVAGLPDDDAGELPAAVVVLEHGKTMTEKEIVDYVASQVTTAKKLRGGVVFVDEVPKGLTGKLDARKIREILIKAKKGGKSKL
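assay system = Luciferase/luciferin detection reagent, cell-free biochemical luciferase assay | also added = ATP substrate | times = 10 min post-reagent at room temperature | measured by = luminescence from luciferase reaction | measure = luciferase activation, seen as luminescence increase over controls | benchmarks = low control with PBS replacing ATP, high control enzyme plus ATP without compound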
ROMK mod: human ROMK K+ channel modulation, primary screen. Tet-inducible ROMK, thallium flux fluorescence; actives lie on both sides. B-score at 10 µM. 130,000 compounds, 2% hits;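 active = signal ratio slope over the read window, or its plate-corrected B-score, at least 3 SD from the plate mean, either direction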;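 note: B-score of the F/F0 ratio slope over 7 to 12 s after thallium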
APP transl inh: APP translation inhibition. 190,000 compounds, 0.82% hits. inhibition, % at 2 µM. AID 1285. SH-SY5Y APP 5'UTR-luciferase reporter, luminescence;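 active = inhibition above a set limit, derived from the sample mean plus 3 SD, cut at about 45% in these data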; note: values of inactives mirror those of a sister screen read the other way
APP 5'UTR act: activates APP 5'UTR luciferase reporter | SH-SY5Y APP 5'UTR luciferase reporter, luminescence; zero percent = DMSO vehicle wells | activation, % at 2 µM | 190,000 compounds, 1% hits | AID 1276;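 active = activation above a set limit, based on mean plus 3 SD of controls, cut at about 140% in these data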; note: values of inactives mirror those of a sister screen read the other way
STAT1 act: activators of IFN-gamma induced STAT1 signaling | NIH 3T3 STAT1-luciferase reporter, luminescence; 100% = IFN-gamma alone, no compound | activation (% of control), % at 5.5 µM | 200,000 compounds, 2.6% hits;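 active = activation above the screen-wide mean activation plus 3 SD, cut at about 130% in these data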;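 note: raw ratio to IFN-gamma control signal so 100% means no change and 0% no light; values of inactives mirror those of a sister screen read the other way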
NF-kB neuron act: NF-kB expression increase, human neuronal cells. 190,000 compounds, 1.6% hits. NF-kB reporter expression; active compounds read high. fold change at 12.5 µM. AID 1239; in the data active = fold change above about 3.3
FLuc inh counter: inhibits firefly luciferase, flagging false hits in luciferase inhibition screens; 200,000 compounds, 1.5% hits; inhibition, % at 10 µM; ATPLite firefly luciferase biochemical luminescence, 10 min; P08659; AID 1006;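 active = inhibition above about 50% when tested at 10 µM, limit read from the data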
STAT3 act: STAT3 signaling activation; U3A cells, IL-6 STAT3-luciferase reporter, luminescence; 100% = signal with IL-6 EC80 alone; activation (% of control), % at 5.6 µM; 190,000 compounds, 0.91% hits; AID 871;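 active = activation above the screen-wide mean of compound activation plus 3 SD, cut at about 130% in these data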;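 note: 0% = background luminescence of wells with medium and substrate only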
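Material: STAT3-luciferase reporter U3A cells. Controls: IL-6-treated wells, 100% activation. Read-out: % activation versus median of IL-6-stimulated wells. Probe or stimulus: IL-6 stimulus at 33 ng/mL final. Timing: compound 1 h, then IL-6 6 h at 37 °C. Signal: reporter luminescence signal.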
STAT1 inh: inhibitors of IFN-gamma induced STAT1 signaling; 200,000 compounds, 0.35% hits; AID 920; inhibition, % at 5.5 µM; NIH 3T3 STAT1-luciferase reporter, luminescence;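 active = inhibition above a set limit, the mean inhibition across all tested compounds plus 3 SD, cut at about 34% in these data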;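 note: 0% = IFN-gamma with DMSO and 100% = IFN-gamma with 300 µM nifuroxazide; values of inactives mirror those of a sister screen read the other way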
An asterisk follows results filed as active; . = no result given.

SMILES	STAT3 blocker	FLuc act counter	ROMK mod	APP transl inh	APP 5'UTR act	STAT1 act	NF-kB neuron act	FLuc inh counter	STAT3 act	STAT1 inh
Cc1cccc(NC(=O)C2CCCN(S(=O)(=O)c3cccc4nsnc34)C2)n1 (configuration not stated)	9	1.1	.	6	-6	96	0.99	-7	96	5
CC(C)CN(C(=O)COC(=O)Cc1n[nH]c(=O)c2ccccc12)C1CCS(=O)(=O)C1 (configuration not stated)	3	1.2	.	-16	16	99	0.86	-17	101	1
O=C(Nc1cccc2c1CCCC2)c1ccncc1	9	1	-0.74	-2	2	90	1.1	-4	95	6
CC(C)(C)NC(=O)C1CC(=O)OC12CCOC(C)(C)C2 (configuration not stated)	-1	1	-0.24	-8	8	93	1.3	-1	103	8
CCOC(=O)CCC(=O)N1CCOCCOCCN(C(=O)CCC(=O)OCC)CCOCCOCC1	11	1	.	2	-2	100	0.63	-4	97	0
CSc1ccc(Cl)c(C(=O)OCC(=O)N2CCOCC2)c1	12	1	0.4	-1	1	99	1.1	-2	93	1
CCN(CC)CCNC1=CC(=O)OC12CCCCC2	-12	1.1	-0.2	5	-5	106	1.1	-8	111	-7
COc1ccc2cc(CN(CCc3ccccc3)Cc3nnnn3Cc3ccco3)c(=O)[nH]c2c1	-1	1.1	-0.55	3	-3	100	1.2	-6	103	0
CCC(=O)Nc1ccc(S(=O)(=O)N2CCc3ccccc3C2)cc1	.	1.1	.	-26	26	.	0.85	-11	.	.
Cc1nn(C)c(Cl)c1CN1CCN(C2CCCCC2)C(CCO)C1 (configuration not stated)	-1	1	0.51	13	-13	97	1.1	-3	103	1
O=C(c1ccco1)N1CCN(CCCCOc2cccc3ccccc23)CC1	-4	1	-0.22	-19	19	103	0.93	0	107	-3
CCOC(=O)/C(=C\C=C\c1ccccc1)NC(=O)c1ccccc1	13	1	-0.015	7	-7	93	1.1	3	91	7
CCOCCCNC(=S)N1CCCN(c2nc3c(C)c(C)ccc3cc2C#N)CC1	14	1	-1.2	-15	15	81	0.64	-4	93	20
Cc1ccc(C)c(OCCSc2nnc(-c3cccnc3)n2N)c1	-5	1	-0.037	14	-14	99	1.1	-1	104	1
NC(=O)C1CCN(CC(=O)Nc2ccccn2)CC1	-4	1.1	.	5	-5	106	1.3	-6	107	-6
COCCn1nnnc1C(C(C)C)N1CCN(C(=O)c2ccco2)CC1 (configuration not stated)	5	1.1	0.38	-9	9	95	1.1	-6	99	6
CC(Sc1nc(-c2ccccc2)cc(C(F)(F)F)n1)C(=O)N1CCOCC1 (configuration not stated)	6	1	0.82	-4	3	91	0.9	-1	96	9
Cc1cc(NC(=O)CCOc2ccccc2)no1	5	1	0.78	-11	11	98	.	-1	97	-2
COc1ccccc1-c1nnc(SCc2nc3ccccc3[nH]2)n1C	-7	1.1	.	-20	20	88	1.1	-6	110	13
CCc1ccc(OCCOCC(O)CNC(C)CC)cc1 (configuration not stated)	-2	1	-0.68	-11	11	98	1.1	-3	99	3
O=C(NCc1cn(-c2ccccc2)nc1-c1ccccc1)c1ccc([N+](=O)[O-])cc1	6	1	.	-14	14	99	0.91	1	97	1
CCOC(=O)C(=NC1CCCCC1)NNc1cccc(C(F)(F)F)c1	-3	1	.	-7	7	99	1.2	-3	98	1
CC1=CC(=O)c2ccccc2C1=O	-18	1	.	-22	22	106	0.87	-2	118	-7
Cc1ccsc1C(=O)NNC(=O)C1CC=CCC1C(=O)O (configuration not stated)	-6	1.1	-0.16	-58	58	144*	1.5	-9	108	-49
CC(Sc1nnc(NC(=O)c2cc3ccccc3oc2=O)s1)c1ccccc1 (configuration not stated)	9	1.1	.	-8	8	103	1.1	-7	100	-3
CCOc1ccc(NC(=O)COC(=O)CCCc2c[nH]c3ccccc23)cc1	-17	1	.	-2	2	94	0.86	-2	116	7
Cc1ccc(C)c(OCCn2cc(/C=C(\C#N)C(=O)NCc3cccs3)c3ccccc32)c1	11	1.1	.	-13	13	103	1.1	-8	94	-4
CCCCN(CC)S(=O)(=O)c1ccc(C(=O)Nc2nnc(COC)o2)cc1	12	1	0.52	-21	21	92	1.2	-4	96	8
COc1ccc(C)cc1S(=O)(=O)Nc1cccc(Cl)c1Cl	8	1	-1.2	9	-9	96	1.1	-5	96	5
CS(=O)(=O)N(CC(=O)N1CCCCCC1)c1ccccc1	7	1.1	-0.25	0	0	98	1	-5	97	2
COCCN(CCOC)C(=O)c1c[nH]c2ccc(S(=O)(=O)N(C)c3ccc(F)cc3)cc2c1=O	1	1.1	.	-18	18	98	0.97	-8	103	2
Cc1cc(Cl)ccc1OCC(=O)NCCOC(=O)Nc1sc(=S)n(C)c1C	-2	0.9	.	0	0	102	1.7	9	104	-2
Cc1ccc(NC(=O)NC2CCCN2S(=O)(=O)c2ccc(Cl)cc2)cc1 (configuration not stated)	-3	1.1	.	13	-13	104	1.2	-6	104	-7
CCN(CC)S(=O)(=O)c1ccc(C(=O)Nc2cc3oc4ccccc4c3cc2OC)cc1	0	1	-0.089	-2	2	95	1	-3	104	5
COc1cc(OC)cc(C(=O)/C=C2\Sc3ccccc3N2C)c1	18	0.8	-0.87	-44	44	131*	1.8	15	94	-35
CCOc1ccc(-c2cc(CCCC(=O)Nc3cc(OC)ccc3OC)no2)cc1	24	1	-0.027	34	-34	109	0.77	0	81	-9
COCC(=O)N(Cc1ccccc1)c1ccccn1	3	1.1	-0.12	-9	9	99	1.4	-7	99	-3
CN(c1cccc(NC(=O)CCSc2ccccc2)c1)S(C)(=O)=O	-6	1	.	-8	8	112	1.5	0	106	-14
COc1nc(Oc2ccc(C(=O)O)cc2)nc(Oc2ccc(C(=O)O)cc2)n1	0	1	.	-13	13	105	1.1	-2	103	-5
O=C(O)CC1CCS(=O)(=O)C1 (configuration not stated)	2	1	.	1	-1	100	1	-1	102	0
CC(C)(C)n1ncc2c(=O)n(Cc3c(F)cccc3Cl)cnc21	-4	0.9	-0.68	0	0	106	1.2	5	105	-7
Cc1csc(=S)n1-c1ccccc1	8	1.1	.	5	-5	99	1.1	-7	96	1
Cc1cnc([N+](=O)[O-])n1CCOC(=O)NC(=O)c1ccc(C(F)(F)F)cc1	-3	1	0.57	-1	1	102	0.97	0	106	-3
Cc1ccc(S(=O)(=O)N=S(CCO)CCO)cc1	2	1.1	-0.099	-22	22	94	1.5	-5	97	6
COc1ccc(NC(=S)N2CCCC2)cc1OC	8	1.1	0.74	-7	7	106	1	-5	101	-6
COCCN(CCOC)C(=O)C12CCC(C)(C(=O)C1)C2(C)C (configuration not stated)	9	1	-0.72	2	-2	100	1.1	-3	95	-1
COc1ccccc1OCCn1cc(/C=N/n2cnnc2)c2ccccc21	-3	1	-1.1	-21	21	106	0.97	-1	104	-7

One compound at a time, as listed above.
`COc1ccccc1OCCn1cc(/C=N/n2cnnc2)c2ccccc21` across the screens: STAT3 blocker = -3; FLuc act counter = 1; ROMK mod = -1.1; APP transl inh = -21; APP 5'UTR act = 21; STAT1 act = 106; NF-kB neuron act = 0.97; FLuc inh counter = -1; STAT3 act = 104; STAT1 inh = -7
`COc1ccc(NC(=S)N2CCCC2)cc1OC` across the screens: STAT3 blocker = 8; FLuc act counter = 1.1; ROMK mod = 0.74; APP transl inh = -7; APP 5'UTR act = 7; STAT1 act = 106; NF-kB neuron act = 1; FLuc inh counter = -5; STAT3 act = 101; STAT1 inh = -6
`Cc1csc(=S)n1-c1ccccc1` across the screens: STAT3 blocker = 8; FLuc act counter = 1.1; ROMK mod = .; APP transl inh = 5; APP 5'UTR act = -5; STAT1 act = 99; NF-kB neuron act = 1.1; FLuc inh counter = -7; STAT3 act = 96; STAT1 inh = 1

Three compounds from above with just ROMK mod, APP transl inh and FLuc act counter.
| canonical_smiles | ROMK mod | APP transl inh | FLuc act counter |
| --- | --- | --- | --- |
| Cc1ccc(C)c(OCCSc2nnc(-c3cccnc3)n2N)c1 | -0.037 | 14 | 1 |
| NC(=O)C1CCN(CC(=O)Nc2ccccn2)CC1 | . | 5 | 1.1 |
| COCCn1nnnc1C(C(C)C)N1CCN(C(=O)c2ccco2)CC1 (configuration not stated) | 0.38 | -9 | 1.1 |

Source: PubChem BioAssay
